JMJD2A Tudor = inhibitors of human JMJD2A Tudor domain; AID 504339; O75164; AlphaScreen JMJD2A-Tudor / H3K4me3 peptide binding; Potency, µM (doses to about 114 µM), for the others: at the highest dose activity change, negative = inhibition, hits mostly inhibitors; actives 4.4% (n = 390,000); also: % is scaled to controls: 0 for no effect and ±100 for the full control effect; nearly all actives have a fitted effect of over 50% in size
ALOX12 inh = ALOX12 (human) lipoxygenase inhibition. P18054. purified 12hLO, xylenol orange hydroperoxide absorbance. Potency, µM (titrated, usually from 108 µM), inactives show at the top dose activity change, negative = inhibition, hits mostly inhibitors. actives 1.1% (n = 580,000); also: % is scaled to controls: 0 for no effect and ±100 for the full control effect
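Purified human 12hLO at 150 nM in 25 mM Hepes, 0.01% Triton X-100, pH 7.0, preincubated 15 min at room temperature with compound. Reaction started with 40 uM arachidonic acid, 30 min at room temperature. Hydroperoxide measured by Fe-xylenol orange, 573/405 nm absorbance ratio.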
HP1b binding inh = blocks HP1-beta chromodomain binding to methylated histone tails; AlphaScreen HP1-beta / biotin-H3K9me3 peptide binding; P83916; actives 0.56% (n = 390,000); Potency, µM (highest dose often 114 µM), inactives show top-dose activity change, negative = inhibition, actives largely listed as inhibitors; also: nearly all actives have a fitted effect of over 70% in size; inactives centre near 23
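Compound inhibition of the preformed complex between 50 nM HP1-beta and 50 nM biotinylated H3K9me3 peptide was read by AlphaScreen. Buffer was PBS pH 7.4 with 0.01% Tween-20. Incubations ran 30 min at room temperature, with 10 ug/mL donor/acceptor beads.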
GLS inh = glutaminase GLS (human) inhibition. O94925. GLS enzymatic activity, qHTS titration. Potency, µM (highest dose often 45.5 µM), for the others: at the highest dose activity change, negative = inhibition, most hits filed as inhibitors. actives 0.21% (n = 410,000); also: % is scaled to controls: 0 for no effect and ±100 for the full control effect
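hKGA in 45 mM KH2PO4 (pH 8.2), 0.02% Tween-20 with compound, then 1mM L-Glutamine (stock as added) plus glutamate oxidase/HRP/Amplex red coupling mix. Fluorescence read initially and after 30 min at RT; signal change reflects glutamate formation.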
TrxR1 inh = blocks rat thioredoxin reductase 1; O89049; recombinant rTrxR1, NADPH fluorescence consumption, selenite substrate; Potency, µM (doses to about 114 µM), for inactives: at the highest dose activity change, negative = inhibition, actives largely listed as inhibitors; actives 1% (n = 390,000); also: % is scaled to controls: 0 for no effect and ±100 for the full control effect; nearly all actives have a fitted effect of over 65% in size
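Rat TrxR1 (90 nM in the dispensed reagent) was pre-reduced with 400 uM NADPH for 5 min at room temperature, then incubated with compound for 15 min. After 400 uM selenite was added, NADPH fluorescence (Ex 340/Em 450 nm) was followed for 8 min.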
RGS4 inh = human RGS4 inhibition | P49798 | Transcreener GDP fluorescence polarization, RGS4-accelerated GTP hydrolysis | Potency, µM (doses to about 114 µM), without a hit: at the highest dose activity change, negative = inhibition, usual class: inhibitors | actives 0.039% (n = 390,000); also: % is scaled to controls: 0 for no effect and ±100 for the full control effect; nearly all actives have a fitted effect of over 75% in size; some results filed as inactive show a strong effect at the top dose
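MLSMR compounds (23 nl, pin-transferred) preincubated 10 min at room temperature with a 500nM (2x) first reagent, then RGS4 at 900nM (2x) plus Transcreener GDP mix added; fluorescence polarization (620/688 nm) read before and after 90 min at 30 °C.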
Tb PGK inh = blocks T. brucei phosphoglycerate kinase; P07378; PGK/GAPDH coupled, Kinase-Glo luminescence, 60 min; Potency, µM (doses to about 57.5 µM), without a hit: at the highest dose activity change, negative = inhibition, hits mostly inhibitors; actives 0.043% (n = 380,000); also: % is scaled to controls: 0 for no effect and ±100 for the full control effect; nearly all actives have a fitted effect of over 60% in size
Target sequence (P07378 whole entry, looked up): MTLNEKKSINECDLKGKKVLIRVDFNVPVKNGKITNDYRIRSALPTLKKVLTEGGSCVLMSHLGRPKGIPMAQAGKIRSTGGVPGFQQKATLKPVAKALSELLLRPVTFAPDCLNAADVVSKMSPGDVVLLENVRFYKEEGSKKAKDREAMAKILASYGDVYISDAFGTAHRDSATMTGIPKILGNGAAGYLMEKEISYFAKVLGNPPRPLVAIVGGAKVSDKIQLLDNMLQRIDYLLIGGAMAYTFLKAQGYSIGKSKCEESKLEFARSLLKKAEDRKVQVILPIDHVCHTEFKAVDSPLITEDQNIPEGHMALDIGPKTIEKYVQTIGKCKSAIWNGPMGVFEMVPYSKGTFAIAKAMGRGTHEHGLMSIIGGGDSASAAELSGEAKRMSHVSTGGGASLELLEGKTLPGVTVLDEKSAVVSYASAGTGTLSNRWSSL
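Recombinant glycosomal PGK reaction used 1,3-bisphosphoglycerate generated in-well by GAPDH (100nM final) in 100mM TEA pH 7.6, 5mM MgCl2, 0.01% Tween-20. After 60 minutes at room temperature, ATP was read by Kinase-Glo Plus luminescence end-point.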
Pin1 inhibitor = inhibitors of human Pin1; Potency, µM (series often up to 115 µM), inactives show at the highest dose activity, negative = inhibition, actives largely listed as inhibitors; AID 504891; actives 0.009% (n = 390,000); Pin1 FP peptide displacement, HiFluor488, 10 min; active = well fitted inhibition curve with a large enough effect in the polarisation, with a control signal flat, not every such curve was filed as active; inconclusive = small, poorly fitted or top-dose-only effect, or effect the other way, or a change in a side signal; inactive = no such curve, though single readings can be large or run the other way; the % refers to the polarisation; also: % is scaled to controls: 0 for no effect and ±100 for the full control effect
ERG Ets-DNA blk = inhibitors of human ERG Ets domain-DNA interaction. fluorescence polarization, His-ERG Ets domain / labelled DNA. Potency, µM (highest dose often 76.9 µM), without a hit: at the top dose FP activity, negative = inhibition, actives largely listed as inhibitors. actives 0.028% (n = 370,000); active = well fitted inhibition curve with a large enough effect in the polarisation, with a control signal flat; inconclusive = small, poorly fitted or top-dose-only effect, or effect the other way, or a change in a side signal; inactive = no such curve, though single readings can be large or run the other way; the % refers to the polarisation;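 also: polarization taken with two DNA probes labelled with fluorescein and Texas red; % of control where 0% means no effect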
Target sequence (P11308 whole entry, looked up, the tested form may be a part): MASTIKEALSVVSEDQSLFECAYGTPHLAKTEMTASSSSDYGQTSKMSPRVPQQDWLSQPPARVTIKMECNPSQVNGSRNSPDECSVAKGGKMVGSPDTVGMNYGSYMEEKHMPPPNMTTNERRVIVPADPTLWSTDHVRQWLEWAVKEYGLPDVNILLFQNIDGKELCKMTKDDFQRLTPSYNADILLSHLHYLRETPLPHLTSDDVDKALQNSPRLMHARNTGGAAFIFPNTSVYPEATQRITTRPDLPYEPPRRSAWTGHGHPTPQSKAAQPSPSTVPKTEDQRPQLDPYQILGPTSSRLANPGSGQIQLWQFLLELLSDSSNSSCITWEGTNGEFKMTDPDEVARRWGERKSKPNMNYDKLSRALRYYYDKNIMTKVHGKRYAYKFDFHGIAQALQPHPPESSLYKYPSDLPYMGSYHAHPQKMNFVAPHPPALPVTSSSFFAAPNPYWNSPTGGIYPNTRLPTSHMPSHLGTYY
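His-tagged ERG Ets domain (1 uM in the protein solution; 300mM KCl, 50mM Tris-HCl, 1mM EDTA, 1mM DTT, pH 7.5) received compound, then a probe mix of 5 nM fluorescein-DNA and 100nM Texas-615-DNA. Fluorescence polarization was read for both dyes.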
The depositor's hits bear a star; i = inactive; ? = inconclusive; / = no result given; & = joins results of further samples; [ ] = dose if it differs, or a comment. Unless noted, calls follow the shape of the dose curve; as a rule, active = well fitted curve in the direction sought with a large enough effect; inconclusive = small, poorly fitted or top-dose-only effect, or another doubt; inactive = no such curve, though single readings can be large; an effect the other way counts as inactive or inconclusive. Potency is read from the fitted curve at half-maximal effect. Not all compounds are listed. The share of hits here may be higher or lower than overall.

SMILES	JMJD2A Tudor	ALOX12 inh	HP1b binding inh	GLS inh	TrxR1 inh	RGS4 inh	Tb PGK inh	Pin1 inhibitor	ERG Ets-DNA blk
CCCCNC(=O)c1c(CSc2ccccc2)noc1C(=O)NCc1ccccc1	17%	9%	63%[activator]	-1%	5%[57.1 µM]	-21%	8%	?	0%
CCOC(=O)N1CCC(NC(=O)C2CCC(CNS(=O)(=O)c3ccc(OC)cc3)CC2)CC1 (stereo unspecified)	-3%	-11%	24%	-12%	10%[57.1 µM]	1%	6%	-1%	-3%
O=C(CSc1nnnn1-c1ccc(O)cc1)c1ccc(F)cc1	0%	16%	42%[activator]	-4%	6%	9%	7%	7%	-5%
COc1ccc(NC(=O)COC(=O)C2CCC(C(C)(C)C)CC2)c([N+](=O)[O-])c1 (stereo unspecified)	?	-1%	?	-6%	10%	?	i	10%	-2%
CC1=Nc2ccccc2/C1=C/c1c(N)n2c(S(=O)(=O)C(C)C)nsc2nc1=O	-20%	-17%	4%	0%	3%[57.1 µM]	-5%	-2%	0%	15%
Cc1cc(=O)c2ccccc2n1CC(=O)NCc1ccccc1	-2%	5%	33%	6%	-8%	2%	1%	-8%	3%
O=C(c1ccc(C(F)(F)F)cc1)C1CCCN(C(=O)Cn2cnnn2)C1 (stereo unspecified)	-10%	-16%	13%	1%	21%	28%	-7%	0%	-9%
COc1ccc(CNC(=O)c2cc3c(=O)[nH]c4ccc(C)cc4c3s2)c(OC)c1	-7%	-10%	24%	-1%	26%	0%	-6%	7%	5%
O=C(COC(=O)c1c(Cl)cccc1Cl)Nc1cccc(S(=O)(=O)NC2=NCCCCC2)c1	-14%	211%[activator]	34%	-4%	20%	10%	6%	1%	-1%
COc1ccc(-c2nn(-c3ccccc3)cc2C2CC(c3cccs3)=NN2C(=O)CCCC(=O)O)cc1 (stereo unspecified)	-15%	-1%	18%	15%	-10%	14%	2%	2%	/
Nc1nonc1/C(=N/O)N1CCN(CCO)CC1	-5%[11.4 µM]	0%	70%[activator]	26%	-3%	-21%[11.4 µM]	-8%	3%	-7%
CC(=O)c1c(C)[nH]c(C(=O)CSc2nc3ccccc3c(=O)n2CCCO)c1C	-4%	-5%	36%	-3%	11%[11.4 µM]	-24%	-9%	23%	-1%
CC(=O)Nc1ccc(NC(=O)c2ccccc2F)cc1	2%	-25%	22%	-1%	7%	0%	-10%	-1%	-8%
Cc1c(CCC(=O)O)c(=O)oc2c(C)c(OCc3cc4c(cc3Cl)OCO4)ccc12	-22%	-17%	-12%	0%	8%	-23%	-13%	0%	-1%
CCC(OC(=O)CC1Sc2ccccc2NC1=O)C(=O)NCC1CCCO1 (stereo unspecified)	?	-2%[57.4 µM]	28%	22%	?	-17%	-5%	-1%	/
CN(C)c1ccc(Nc2ncnc3sc4c(c23)CCCC4)cc1	25µM*	0%	22µM*	-4%	15%[57.1 µM]	-46%	-1%	-3%	4%
COc1ccccc1N1C(=O)CC(Sc2nc(C)cc(C)n2)C1=O (stereo unspecified)	-16%	3%	32%	19%	0%	-17%	4%	5%	/
CCOc1ccc(-c2nnc(N3CCOCC3)c3ccccc23)cc1	2%	-4%&-62%	26%	0%	-11%	2%	2%	1%	-2%
COc1ccc(COC(=O)C2=C(C)NC(=O)NC2c2ccc(OC)cc2)cc1 (stereo unspecified)	-6%	-10%	35%	-4%	10%	-3%	i	6%	13%
COc1cc(/C=C2/C(=N)N3C(=NC2=O)SN=C3S(=O)(=O)C(C)C)ccc1OC(=O)c1ccco1	-31%	?	-7%[57 µM]	19%	?	12%	i	35%[activator]	3%
COC(=O)c1ccccc1NC(=O)Cn1cnc2cc(C)c(C)cc21	-6%	13%	35%	-13%	5%	-10%	/	-10%	/
Cc1ccc2c(=O)cc(C(=O)Nc3sc4c(c3C(=O)NCC3CCCO3)CCC4)oc2c1 (stereo unspecified)	-22%	-16%	7%	-3%	11%	15%	-6%	37%[activator]	-3%
COc1ccc(C(=O)COC(=O)c2ccc3ccccc3n2)cc1	1%	-25%	40%[activator]	-14%	-7%[11.4 µM]	-2%	-6%	1%	-5%
CC(C)c1ccc(C(=O)NNC(=O)c2n[nH]c(=O)c3ccccc23)cc1	-15%	63%[activator]	27%	10%	7%	1%	-4%	0%	-3%
COc1cc(C(=O)Oc2cc(N)n(S(=O)(=O)c3ccccc3)n2)cc(OC)c1OC	-17%	8%	15%	-3%	?	12%	i	-1%	4%
CC(C)OC(=O)c1cn(-c2ccccc2)nc1-c1ccc2c(c1)OCCO2	4%	0%	79%	0%	-5%	-7%	i	8%	-11%
COc1ccc(OC)c(N=c2oc3c(OC)cccc3cc2C(=O)NCc2ccco2)c1	14%	-1%	21%	/	-12%	40%	4%	-4%	-9%
COc1ccc(C)cc1-n1c(SCC(=O)Nc2cc(C)on2)nc2ccccc2c1=O	-21%	4%	26%	-10%	11%[57.1 µM]	4%	i	15%	-2%
CC(C)c1ccc(/C=C/C(=O)N2CCCCCC2)cc1	0%	-28%	36%	-4%	-12%	-7%	-4%	4%	9%
Cc1nnn(C23CC4CC(CC(CC(=O)Nc5cccc(F)c5)(C4)C2)C3)n1	-3%	-9%	43%[activator]	0%	5%	12%	-11%	-8%	6%
Cc1nc2nc(NCc3cccc(Cl)c3)[nH]n2c(=O)c1Cc1ccccc1	-24%	-17%	33%	-12%	9%	8%	0%	?	-3%
COC(=O)c1cc(COC(=O)c2cccnc2SC)oc1C	-1%[57.1 µM]	40µM*	98%[activator]	0%	-1%	7%[56.9 µM]	i	4%	-7%
Cc1ccc(S(=O)(=O)N2CCOCC2)cc1C(=O)OCC(=O)N1CCCC1=O	-2%	-4%	30%	-10%	34%	-8%	-1%	-11%	4%
CCN(CC(=O)Nc1ccc(OC)cc1)C(=O)CSCc1c(C)noc1C	-1%	4%	46%[activator]	0%	7%	21%	-2%	-6%	-2%
COc1cc(-c2nn3c(-c4cccnc4)nnc3s2)cc(OC)c1OC	-9%	6%	20%	-8%	7%[57.1 µM]	5%	i	9%	-23%
O=C(CN1C2=NCCCN2c2ccccc21)c1ccc2c(c1)OCO2	-6%	0%[57.4 µM]	33%	-6%	-13%	5%	6%	-4%	/
Cc1nn(Cc2ccc(Cl)cc2Cl)c(Cl)c1/C=C/C(=O)OCC(=O)NCC(F)(F)F	69%[activator]	i	140%[activator]	0%	14%	-8%	1%	-4%	-1%
O=C(/C=C/c1ccco1)N1CCN(S(=O)(=O)c2ccc(F)c(F)c2F)CC1	-8%	-15%	28%	0%	-19%[57.1 µM]	-17%	-5%	16%	9%
CCOc1ccc(N(CC(=O)NCc2ccccc2OC)S(C)(=O)=O)cc1	-14%	-31%	22%	0%	-9%	9%	0%	-4%	-6%
Cc1cc(NC(=O)CSc2nnc(C3CC3)n2N)no1	-2%	-4%	36%	-2%	20%	-19%	-1%	-3%	9%
Cc1ccc(NC(=O)C2CCCN2S(=O)(=O)c2cccc3nsnc23)c(Br)c1 (stereo unspecified)	?	-15%	-5%	1%	21%	-14%	-4%	0%	6%
Cc1nn(CC(=O)Nc2ccc3nc4n(c(=O)c3c2)CCCC4)c(C)c1[N+](=O)[O-]	5%	-2%	20%[57 µM]	3%	10%	-1%	-2%	-9%	-4%
O=C(NCCNCC(O)COc1ccc(O)cc1)N1CCOCC1 (stereo unspecified)	-15%	?	31%	23%&112%	3%&-7%	26%	-5%	-8%	10%
COc1cc(CNC2CCCCCC2)cc(OC)c1O	-11%	6%	25%	8%	8%[57.1 µM]	12%	-3%	-14%	3%
Cc1cc(C(=O)COC(=O)CCC(=O)c2ccc3c(c2)OCCO3)c(C)n1Cc1ccco1	-34%	37%[activator]	1%	-9%	-5%	-1%	-7%	?	-7%
Fc1ccccc1CCNc1c2c(nc3ncnn13)CCCC2	-7%	-20%	47%[activator]	-3%	-10%	-27%	-10%	1%	6%
COc1ccc(C(=O)Nc2ccccn2)cc1	-2%	-28%	22%	-6%	2%	-15%	-1%	3%	-5%
Cc1c(Cl)ccc2sc(NC(=O)c3ccc(S(=O)(=O)N4CCCc5ccccc54)cc3)nc12	4%	?	25%[57 µM]	-3%	14%[57.1 µM]	-13%	-10%	7%	1%
COc1ccc(C2C3=C(CCCC3=O)Nc3n[nH]c(C)c32)cc1OC (stereo unspecified)	1%	14%	35%	10%	-14%	5%	i	4%	4%
Cn1nnnc1SCCCNCc1ccc(-c2cccc(Cl)c2)o1	-24%	-15%	-7%	-1%	4%	17%	-10%	-3%	5%
CSCCC(NC(=O)c1ccccc1)C(=O)N/N=C(\C)c1ccccc1 (stereo unspecified)	-12%	-11%	17%	-3%	-1%	-17%	-4%	2%	7%
CC(C)C(NC(=O)c1ccc(Br)cc1)C(=O)NC1=NCCS1 (stereo unspecified)	-10%	-8%	24%	13%	11%	27%	0%	-6%	-8%

Source: PubChem
